From PubChem BioAssay
Pf Dd2 growth – blocks in vitro growth of P. falciparum Dd2; Potency, µM (series often up to 28.9 µM), for inactives: at the top dose activity, negative = inhibition, actives largely listed as inhibitors; 120,000 compounds, 4.3% hits; P. falciparum Dd2 growth, SYBR Green, 72 h; AID 1347417; active = well fitted inhibition curve with a large enough effect; inconclusive = small, poorly fitted or top-dose-only effect; inactive = no such curve, though single readings can be large or run the other way;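 note: plate controls were DMSO vehicle for no effect and reference drug for full effect; nearly all actives have a fitted effect of over 65% in size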
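Readout: SYBR Green fluorescence, 485 nm excitation, 535 nm emission, after ~16 h lysis at 37C. Before that, Dd2-infected red cells (2.5% hematocrit) grew 72 h with compound, 29 uM top final concentration.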
The depositor's hits bear a star; i = inactive; ? = inconclusive; [ ] = another dose, or the depositor's remark. Potency is the fitted concentration of half-maximal effect. These rows are one share of the data (hit frequency here may not be typical).

Compound	Pf Dd2 growth
CN1CC2(CCN(C(=O)c3ccnn3C)CC2)CC1C(=O)N1CCOCC1 (configuration not stated)	0%
O=C(O)CCC(=O)NC[C@H]1Cn2c(-c3ccc(F)cc3)cnc2CO1	3%[44.1 µM]
COc1ccc(C(=O)n2nc(N)c3cc4ccc(C)cc4nc32)cc1OC	-5%
Cc1c(C(=O)N2CCC(C)CC2)c(S(=O)(=O)NCc2ccc(Cl)cc2)c(C)n1C	21%
Cc1nc2c(c(-c3ccc(O)cc3)n1)CN(C(=O)c1ccccc1)CC2	i
CCc1noc(-c2cn(C3CCN(C(=O)c4cccc(N(C)C)c4)CC3)nn2)n1	-15%
Cc1ccc(CN2CC[C@@H]3[C@H]2C(=O)NC[C@H](CCC(=O)N2CCCC2)N3C)cc1	-9%[44.1 µM]
Cc1ccccc1CN1c2ccccc2-c2nc(SCC(=O)c3ccc(Cl)cc3)ncc2S1(=O)=O	16%
O=C(Nc1ccccc1)N1CCC2(CCCCO2)CC1	i
Cc1cc(C(=O)N[C@@H]2C[C@H](Cn3cc(CN(C)C)nn3)[C@@H](O)[C@H]2O)c(C)o1	19%[44.1 µM]
CN1CCC(N2CC[C@@H](CO)N(C)c3cccnc3C2)CC1	14%[44.1 µM]
Cc1cc(C(=O)N2CCCC3(C2)Nc2cccnc2NC3=NCc2ccccc2)nn1C (configuration not stated)	0%[5.79 µM]
COC(=O)N1CCn2cc(C(=O)Nc3ccc(Cl)cc3Cl)nc2C1	-5%
CCCCN(CCCC)CC(O)Cn1cc(/C=C/C(=O)c2ccccc2)c2ccccc21 (configuration not stated)	0.89µM*
CCS(=O)(=O)c1nc2ccccc2n1CC(=O)Nc1ccccc1C(=O)OC	9%
Cc1ccc2[nH]cc(C(c3ccccc3)c3ccc(Cl)s3)c2c1 (configuration not stated)	?
O=C(Nc1ccccc1)O[C@@H]1CO[C@H]2[C@@H]1OC[C@@H]2NC(=S)Nc1ccccc1	-2%[44.1 µM]
CC1(c2ccccc2)N(Cc2ccccc2)C(=O)OC12CCN(C(=O)c1cccc(O)c1)CC2 (configuration not stated)	-1%
Cc1nc(C)c(C(=O)N2CCC3(CC2)CCC(O)(CN(C)C)CC3)s1	-5%
CC1=C(C(=O)Nc2ccc(C)cc2C)C(c2ccccc2)n2ncc(C(=O)Nc3ccccc3)c2N1 (configuration not stated)	?
O=[S+]1([O-])NCC2(CCCN(Cc3c(F)cccc3Cl)C2)Oc2ncccc21 (configuration not stated)	-14%
COCCOCC1(CNCc2nccn2C)C[C@@H](O)[C@@H](O)C1 (some centres not stated)	2%[44.1 µM]
O=C(c1ccc(F)cc1)N1C[C@@H]2C[C@H](C1)c1c(C3CCCCC3)ccc(=O)n1C2	-3%[44.1 µM]
COCCC1(NS(=O)(=O)c2ccccc2)CCN(S(C)(=O)=O)CC1	?
O=C(c1cc(F)ccc1F)N1CCCCC1c1nc(-c2cnccn2)n[nH]1 (configuration not stated)	-2%
O=C(NCc1cccs1)c1nc(-c2ccc(F)cc2)c2cnccn12	4µM*
O=C(NCc1ccc(Cl)nc1)c1cnn2ncccc12	-22%[44.1 µM]
Cc1ccc(C)c(S(=O)(=O)c2nnn3c2nc(NCc2ccc4c(c2)OCO4)c2sccc23)c1	i
CNc1ccc(C(=O)N2CCC3(CCCNC3)C2)cc1 (configuration not stated)	-15%
COc1ccc2nc([C@H]3CCN(C4CCCCC4)C3)[nH]c2c1	-6%[44.1 µM]
CCOc1ccc(C(=O)Nc2nc(-c3ccc(Br)cc3)ns2)cc1	11%
CCOc1ccc(C(=O)N2CCCN(C(=O)C3CC3)c3ccccc32)cc1	i
Cc1cc(OCCCn2c(CCNC(=O)C3CCCCC3)nc3ccccc32)ccc1Cl	?
COCCN1Cc2ccc(Nc3cccnc3)nc2C(C)(C(=O)Nc2ccccc2C)C1 (configuration not stated)	?
Cc1ncccc1C(=O)NCC12CCCC=C1NC(=O)CC2 (configuration not stated)	8%
O=C(CCn1c(=O)c2cccn2c2cccnc21)NCc1ccccc1F	18%
Cc1nc(CC(=O)NCc2ccc3[nH]c(-c4ccc(F)cc4)c(C)c3c2)cs1	?
COc1cccc(CN[C@@H]2CCC[C@@H](C(=O)N3CCN(C)CC3)CC(=O)N(C)C2)c1	6%[44.1 µM]
O=c1n(-c2ccc(C(F)(F)F)cc2)nc2n1CCN(CC1CCCCC1)C2	?
Cc1ccc(NC(=O)C(C)Sc2nc(=O)cc(N)n2-c2ccccc2)cc1 (configuration not stated)	21%
CN(Cc1cccn1C)C1CCc2ccccc21 (configuration not stated)	i
CCC1Oc2ccc(NC(=O)C(CC)c3ccccc3)cc2CN(Cc2ccc(OC)cc2)C1=O (configuration not stated)	?
COc1ccc(NS(=O)(=O)c2ccc3[nH]c4c(c3c2)CCCC4)cc1OC	-13%
CC(C)C[C@@H]1N[C@H](C(=O)N2CCN(C)CC2)Cc2cn(Cc3ccccn3)c3cccc1c23	i
COc1cccc(NC(=O)N[C@H]2CCN(C(=O)CSC)[C@@H]2C(=O)N[C@H](Cc2ccccc2)C(N)=O)c1	-23%
CCC(=O)C1=C(c2ccc(OC)c(OC)c2)N(C(=O)CC)n2c(CC)nnc2S1	1.4µM*
CCn1nccc1C(=O)N1CCCn2cc(-c3ccccc3F)nc21	-4%
CCOC(=O)c1ccc(NC(=O)Cn2c(N3CCOCC3)nc(CC)cc2=O)cc1	?
CC(C)(C)CC(=O)N[C@H]1C[C@H]2C(=O)Nc3ccccc3C(=O)N2C1	-3%[44.1 µM]
COCc1cc(CC2(NCc3ccccc3)COC2)no1	i

New compounds follow
Compound	Pf Dd2 growth
C[S+](=O)([O-])N1CCN(c2cccc(C=O)c2)C(=O)C1	3%[44.1 µM]
Cc1ccc(CNC(=O)C2CCCN(S(=O)(=O)c3cccc4nsnc34)C2)cc1 (configuration not stated)	21%
CCc1ccc(CN2CCN(Cc3ccc(F)c(F)c3)C(CCO)C2)o1 (configuration not stated)	?
Cc1ccccc1Cn1c(CCCNC(=O)C2CCCCC2)nc2ccccc21	i
COCCN1CCC(N2CCN(S(=O)(=O)c3ccc(Cl)cc3C)CC2)C1=O (configuration not stated)	-8%
COCCOC1CN(C2CCN(C(=O)c3ccc(OC)c(F)c3)CC2)C12CCCCC2 (configuration not stated)	i
c1cc(-c2nc(CC3CCNC3)no2)ccn1 (configuration not stated)	i
Cc1c(Cl)ccc2sc(N3CCN(C(=O)c4ccco4)CC3)nc12	66%[activator]
Cc1noc(-c2ccc(C(C)(C)C)cc2)c1C(=O)NCc1ccc(F)cc1F	-7%
Cn1c(Cn2cccn2)nnc1C1CC(NC(=O)CN2CCCCCCC2)C1 (configuration not stated)	-10%
O=c1c2oc3ccccc3c2n(Cc2cccc(C(F)(F)F)c2)c(=O)n1Cc1ccc2c(c1)OCO2	7.9µM*
COc1ccc(-c2ccc3nnc(CNC(=O)COc4ccccc4)n3n2)cc1	-17%
Cc1ccc(Cl)cc1N(C)C(=O)c1noc2c1CCCCC2	0%
O=C(NCc1cccs1)c1cc(C2CC2)nc2onc(C3CCNCC3)c12	?
O=C(Nc1ccccc1)c1nnn2c1CN(Cc1ccccc1)C(=O)CC2	-23%[44.1 µM]
CC(=O)N1Cc2ccccc2CC2(CCCN(Cc3ccccc3)C2)C1 (configuration not stated)	?
Cn1ccnc1CN1CCN(c2nccc(-c3ccccn3)n2)CC1	-18%
CO[C@H]1C(=O)N(C2CCN(C(=O)c3ccncc3)CC2)[C@H]1c1ccncc1	17%
Cc1cc(-c2cc(-c3ccccn3)nc3c(C)noc23)ccn1	30%[44.1 µM]
N#Cc1cccc(CN2CC[C@@H]3OCC(=O)N(Cc4ccc(O)cc4)[C@H]3CC2)c1	-8%[44.1 µM]
CCOC(=O)c1c(S(=O)(=O)N2CCN(c3ccccc3OC)CC2)c(C)n(C)c1C	?
CN(C)c1cccc(Oc2nnnn2[C@H]2CO[C@H]3[C@@H]2OC[C@@H]3NS(=O)(=O)c2ccccc2C#N)c1	-27%
COC(=O)c1cc(NC(=O)Cn2nc(-c3ccc(C)c(C)c3)ccc2=O)cc(C(=O)OC)c1	2%
Cc1cnc(C(=O)N2CCCCCCNC(=O)[C@@H]3CCC[C@@H]32)cn1	6%
CN1C(=O)c2cccn2CC1CNC(=O)c1ccoc1 (configuration not stated)	17%

Some of these compounds in order of heavy-atom count, lowest first:
Compound	Pf Dd2 growth
c1cc(-c2nc(CC3CCNC3)no2)ccn1 (configuration not stated)	i
Cc1cc(-c2cc(-c3ccccn3)nc3c(C)noc23)ccn1	30%[44.1 µM]
Cc1cnc(C(=O)N2CCCCCCNC(=O)[C@@H]3CCC[C@@H]32)cn1	6%
Cn1ccnc1CN1CCN(c2nccc(-c3ccccn3)n2)CC1	-18%
CCc1ccc(CN2CCN(Cc3ccc(F)c(F)c3)C(CCO)C2)o1 (configuration not stated)	?
O=C(Nc1ccccc1)c1nnn2c1CN(Cc1ccccc1)C(=O)CC2	-23%[44.1 µM]
CN(C)c1cccc(Oc2nnnn2[C@H]2CO[C@H]3[C@@H]2OC[C@@H]3NS(=O)(=O)c2ccccc2C#N)c1	-27%

Continuation:
Compound,Pf Dd2 growth
O=C(c1ccc2c(c1)OCO2)N1CCC2(C1)C(=O)N(c1ccccc1)c1ccccc12 (configuration not stated),?
COc1ccc(NC(=O)Cn2c(N3CCN(c4ccccc4)CC3)nc(C)cc2=O)cc1,?
O=C(NCc1cccs1)c1nc2sccn2c1Br,-9%
COc1ccc(NC(=O)c2cc3n(n2)CC(c2ccc4c(c2)OCO4)OC3)cc1 (configuration not stated),-4%
CC(C)=CC(=O)N1CC[C@H](NC(=O)Nc2ccc(F)cc2F)[C@H]1C(=O)N[C@H](Cc1ccccc1)C(N)=O,22%
CCOC(=O)c1cc2c(=O)n3ccccc3nc2n(C(C)C)c1=NC(=O)c1cc2ccccc2o1,i
Cc1cc(C(=O)NCC(F)(F)F)c2c(C3CCNC3)noc2n1 (configuration not stated),18%
O=C(O)C1(Cc2ccccc2F)CCCN(c2ncnc3sccc23)C1 (configuration not stated),-3%
CCSc1nnc(-c2ccccc2NC(=O)C(CC)n2cccn2)c(=O)[nH]1 (configuration not stated),16%
COC(=O)c1c(SCC(=O)Nc2cc(F)ccc2F)[nH]c2ccc(C)cc2c1=O,35%[activator]
Cc1cccc(NC(=O)N2CC(N(C3CCOCC3)S(C)(=O)=O)C2)c1,-8%
CC(C)CNC(=O)N(C)C1CCc2nn(C)c(=O)n2CC1 (configuration not stated),25%

Single entries from above.
Result for `CCSc1nnc(-c2ccccc2NC(=O)C(CC)n2cccn2)c(=O)[nH]1` (configuration not stated) in Pf Dd2 growth: 16%
Result for `O=C(O)C1(Cc2ccccc2F)CCCN(c2ncnc3sccc23)C1` (configuration not stated) in Pf Dd2 growth: -3%
Result for `Cc1cc(C(=O)NCC(F)(F)F)c2c(C3CCNC3)noc2n1` (configuration not stated) in Pf Dd2 growth: 18%
Result for `CC(C)=CC(=O)N1CC[C@H](NC(=O)Nc2ccc(F)cc2F)[C@H]1C(=O)N[C@H](Cc1ccccc1)C(N)=O` in Pf Dd2 growth: 22%
Result for `Cc1cccc(NC(=O)N2CC(N(C3CCOCC3)S(C)(=O)=O)C2)c1` in Pf Dd2 growth: -8%

Later entries:
Compound,Pf Dd2 growth
CC(C)=CC(=O)N1C[C@@H](NC(=O)Nc2ccc(F)cc2F)C[C@H]1C(=O)N[C@H](Cc1ccccc1)C(N)=O,3%
O=C(CCCc1cn[nH]c1)N1CCCC(CCc2c(F)cccc2F)C1 (configuration not stated),-19%
CCC(C)(C)NC(=O)CC1Sc2ncccc2N(CC(C)C)C1=O (configuration not stated),-12%
O=C1Nc2ccccc2CC12CCN(Cc1cccnc1)C2 (configuration not stated),-30%[44.1 µM]
CN(C)c1ccc(C(=O)N2CCCN(c3cc(-c4ccc(F)cc4)[nH]n3)CC2)cc1,i
O=C(CCS(=O)(=O)c1nc(-c2ccc3c(c2)OCO3)cc(C(F)(F)F)n1)Nc1ccc(Br)cc1,5%
N#Cc1ccc(CN2CCn3c(nnc3-c3ccncc3)C2)cc1,1%
CCN1c2cc(C(=O)Nc3ccc(OC)cc3OC)ccc2C(=O)N2CCCCCC21 (configuration not stated),i
Cc1[nH]cnc1CN1CCNc2cc(Nc3ccccc3)ncc2C1,8%[44.1 µM]
COCCN1CCC2(CCC1=O)CCN(C(=O)C1CCOCC1)CC2,-10%
COc1ccc(-c2nc(C)nc3c2CN(C(=O)c2ccccn2)CC3)cc1,3%
CCc1cccc(C)c1NS(=O)(=O)c1ccc(-c2cc(C)no2)s1,60%[activator]
COc1ccccc1C(=O)Nc1c(C(=O)N2CCN(c3ccc(F)cc3)CC2)oc2ccccc12,50%[activator]
COc1ccc(NC(=O)C(=O)NCC2(c3ccc(OC)c(OC)c3)CCCC2)cc1,?
NC(=O)C1(N2CCCCC2)CCN(c2nccc(-c3ccccn3)n2)CC1,?
Cc1ccc(-c2cn3cccnc3n2)cc1NC(=O)C(C)(C)Oc1ccc(Cl)cc1,?
CC(C)c1ccc(S(=O)(=O)N(C)CC2CCOC2)cc1 (configuration not stated),i
C=CCC1(C(=O)O)CCCN(Cc2cnc(NCc3ccccc3)nc2)C1 (configuration not stated),7%
Cc1cnn(CC(=O)N2C[C@@H](CO)[C@H](c3ccccn3)C2)c1,-14%
Cc1noc([C@@H](C)NS(=O)(=O)c2ccccc2)c1C(=O)O,30%[44.1 µM]
O=C(Cc1c[nH]c2ncc(-c3ccc(Oc4ccccc4)cc3)cc12)N1CCOCC1,-3%[44.1 µM]
CC(C)C(=O)Nc1ccc2c(c1)CN(CCc1ccc(F)cc1)C(=O)C(C)O2 (configuration not stated),i
CCOc1ccccc1C(=O)N1CCC(Oc2ccc(C(=O)N(C)C)cn2)CC1,1%
CCOc1ccc(NC(=O)c2oc3ccccc3c2NC(=O)C(C)Oc2ccccc2)cc1 (configuration not stated),?
